Source: PubChem
T cell HTS = modulates CD8 T cell binding to vesicles; 2C CD8+ T cell-vesicle binding, flow cytometry; stronger effect = lower value; calls only at 7 µM; 0.068% of 330,000 active; AID 2052;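 active = response, share of CD8 T cells binding vesicles, and their 90th percentile fluorescence all below set limits, cut at about 80% in these data, passing the limit was not always enough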
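System: murine 2C transgenic CD8+ T lymphocytes; also added: QL9-loaded Drosophila micro-vesicles; times: binding 1.5 h at 37 °C; measured by: flow cytometry, PE anti-B7-1 (FL2) versus Alexa647 anti-CD8 (FL8), PFA-fixed; control set: Peptide-free naked vesicles (low) and QL9 vesicles with 0.7% DMSO vehicle (high)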
MT stabilize HCS = microtubule stabilization, imaging screen. HeLa tubulin immunostaining HCS, 24 h; share of cells brighter than vehicle mean+2SD. % tubulin-high responders, % at 10 µM. 0.83% of 200,000 active. AID 2205;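 active = plate Z-score above 3 for both tubulin-high and condensed-nucleus cell shares, with cell loss under 80%, at 10 µM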;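 also: anti alpha tubulin signal scored within the nucleus-defined area of each cell; some results filed as inactive read as strong as hits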
Salmonella PhoP GFP = inhibitors of PhoP regulon expression, primary screen, Salmonella Typhimurium, GFP reporter (AID 1863). S. Typhimurium PhoP-regulated promoter GFP reporter, 4 h; higher % means a stronger effect. inhibition, % at 50 µM; hits with a dose series show IC50 in µM. 0.16% of 300,000 active;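 active = inhibition over 29.93%, a cutoff 3 SD above the screen mean, later confirmed by dose response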;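 also: 0% = low Mg2+ inducing control and 100% = high Mg2+ repressing control; strong numbers were not always called active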
CSM14.1 death rescue = rescue of cells from ER stress-induced death, primary screen, 384-well, CSM14.1, thapsigargin, ATP luminescence (AID 1222); CSM14.1 thapsigargin-induced death rescue, ATP luminescence; higher % means a stronger effect; cellular ATP content (survival), % at 20 µM; hits with a dose series show EC50 in µM; 190,000 tested, under 10 active;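 active = EC50 below 50 µM in the dose-response confirmation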;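 also: death triggered by thapsigargin at about 15 µM added after 2 h compound pretreatment; cell ATP read after overnight thapsigargin exposure of roughly 18 to 22 hours; normalized against plate controls of thapsigargin alone and 5% DMSO vehicle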
Insulin prom up = MIN6 insulin promoter up-regulation; z-score at 5 µM; MIN6 insulin promoter-GFP reporter, high-content imaging; stronger effect = higher value; 0.3% of 190,000 active;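 active = z-score above 3 at 5 µM with at least 500 cells counted in the well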
Lipid droplet = hepatic lipid droplet formation modulation. AML12 mouse hepatocytes, oleate lipid droplets, BODIPY imaging. inhibition, % at 6.5 µM. 0.4% of 240,000 active;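 active = lipid droplet intensity inhibited by at least 50%, with more than 500 cells counted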
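Test system: AML12 mouse liver cells; schedule: overnight exposure; technique: high-content imaging of BODIPY-stained droplets and DAPI nuclei; read-out: % inhibition of corrected integrated BODIPY droplet signal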
Dynein cargo inh = dynein cargo transport inhibition. 3617.4 mouse cells, GR-EGFP nuclear translocation imaging; test concentration mostly 20 µM; stimulated with dexamethasone, 1 µM; stronger effect = lower value. 0.47% of 220,000 active. z-score, hits read low. AID 1381;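 active = plate z-score of nuclear minus cytoplasmic receptor signal below a set negative limit, without overly bright fluorescence or cell loss, cut at about -3.5 in these data, passing the limit was not always enough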;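 also: z-score of nuclear minus cytoplasmic ring GR-EGFP intensity difference per well; some compounds called inactive have numbers as strong as hits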
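Buffer or medium: tet-free medium with charcoal-stripped serum / Also added: dexamethasone agonist, 1.0 µM final, for 30 min / Timing: induction 48 h, compound 1 h, agonist 30 min / Measured by: high-content fluorescence imaging after fixation / Read-out: nuclear-to-cytoplasmic GR-EGFP distribution per well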
Autophagy HCS = alters autophagy in cells; MEF GFP-LC3 puncta imaging; test concentration mostly 10 µM; calls only at 10 µM (by protocol); 0.98% of 190,000 active; AID 463193;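 active = percentage of spot-positive cells more than 3 SD above its plate mean, without a fluorescence outlier flag or 80% toxicity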;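 also: spot-positive cell cutoff set from DMSO-treated cells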
bCat nuc transl = alters nuclear translocation of beta-catenin in HeLa cells; 0.3% of 190,000 active; AID 1665; nuclear translocation activity, % at 5 µM; immunofluorescence imaging;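 active = nuclear translocation activity above 50% at 5 µM, with a well cell count of 50 or more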;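 also: per-cell ratio of nuclear to cytoplasmic median beta-catenin stain intensity; plate controls were DMSO negative control for no effect and GSK-3 inhibitor IX positive control for full effect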
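assay system = human HeLa cells, endogenous beta-catenin | times = compound treatment 24 h, 37°C, 5% CO2 | detection = Anti-beta-catenin immunofluorescence on PFA-fixed, Triton-permeabilized cells, DAPI nuclei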
Dynein cargo inh cytoplasmic EGFP = also measured in Dynein cargo inh; calls as there; z-score; measured here: cytoplasmic GR-EGFP intensity; stronger effect = higher value
Dynein cargo inh nuclear GR-EGFP = recorded beside Dynein cargo inh, whose call it bears; z-score; measured here: nuclear GR-EGFP intensity;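 lower value marks the stronger effect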
Dynein cargo inh cell count = further read-out of Dynein cargo inh, marked with its call; z-score; measured here: cell count per field
Insulin prom up cell count = second read-out of Insulin prom up, no call of its own (marks repeat the call); cell count; measured here: cytotoxicity, nuclei count;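 total cells summed across four imaged fields per well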
Lipid droplet cells 6.5 µM = also measured in Lipid droplet; calls as there; cell count; measured here: cell count, cytotoxicity flag;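 cells counted across two imaged fields per well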
bCat nuc transl cell count 5 µM = second read-out of bCat nuc transl, no call of its own (marks repeat the call); cell count; measured here: cell count, cytotoxicity flag
T cell HTS vesicle-bound % = recorded beside T cell HTS, whose call it bears; double positive events, %; measured here: CD8+ vesicle-bound cell fraction;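 binding gate set so that unloaded-vesicle control wells show 10% double positive cells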
MT stabilize HCS Hoechst-high % = recorded beside MT stabilize HCS, whose call it bears; % Hoechst-high responders; measured here: nuclear condensation Hoechst responders;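 share of cells brighter than vehicle mean plus two SD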
MT stabilize HCS cytotoxicity % = also measured in MT stabilize HCS; calls as there; toxicity, %; measured here: cytotoxicity by cell density;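 0% = mean cell density of plate MIN control wells and 100% = no cells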
Autophagy HCS cell loss 18 h = second read-out of Autophagy HCS, no call of its own (marks repeat the call); toxicity, %; measured here: cell loss, nuclei count;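 cell loss after 18 h compound exposure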
* = called active by the depositor; i = inactive; . = no result given; & = joins results of further samples.

molecule	T cell HTS	T cell HTS vesicle-bound %	MT stabilize HCS	MT stabilize HCS Hoechst-high %	MT stabilize HCS cytotoxicity %	Salmonella PhoP GFP	CSM14.1 death rescue	Insulin prom up	Insulin prom up cell count	Lipid droplet	Lipid droplet cells 6.5 µM	Dynein cargo inh	Dynein cargo inh cytoplasmic EGFP	Dynein cargo inh nuclear GR-EGFP	Dynein cargo inh cell count	Autophagy HCS	Autophagy HCS cell loss 18 h	bCat nuc transl	bCat nuc transl cell count 5 µM
O=C(c1cccnc1)N1N=C2CCCCCC2C1(O)C(F)(F)F (stereo unspecified)	i	50	2.7	3.0	10	-5%	1.3%	-0.48	1419	-1	628	0.23	-0.34	0.0052	-0.26	i	-3	0.4	1508
Cc1cccc(-c2noc(-c3c(C)noc3C)n2)c1	i	35	.	.	.	-4%	.	0.54	1409	1	660	-0.33	-0.29	-0.4	0.4	.	.	-5.2	1213
Cc1ccc(NC(=O)CSc2nnc(-c3ccco3)c(-c3ccco3)n2)cc1	i	16	29*	16*	77*	-16%	-2.6%	-0.36	1114	.	.	-0.59	-0.12	0.095	-0.025	i	-3	97*	585*
CC1(CCc2ccccc2)NC(=O)N(Cc2cc([N+](=O)[O-])cc3c2OCOC3)C1=O (stereo unspecified)	i	51	5.1	2.1	7.7	3%	0.3%	-0.47	1696	-11	652	0.7	-0.21	0.39	0.49	i	-1	-6.4	1055
CCOC(=O)N1CCN(C(=O)c2cc3c(=O)[nH]c4ccccc4c3s2)CC1	i	51	2.6	1.7	2.1	-12%	-1.0%	-0.11	1141	-1	729	0.34	-0.14	0.75	0.41	i	9	-1.0	1162
N/C(=N\OC(=O)COc1ccccc1)c1ccc(Cl)cc1	i	9	2.5	2.6	5.7	3%	-3.4%	-0.12	1388	2	701	0.23	-0.27	-0.067	0.41	i	-13	3.0	1091
O=C(CNC(=O)c1cc(=O)[nH]c2ccccc12)Nc1ccc(F)c(F)c1	i	20	1.8	2.4	4.0	1%	-0.9%	-0.88	1476	17	719	0.75	-0.25	0.89	-0.67	i	-3	-0.8	1051
S=C(NCc1cccnc1)Nc1cc(Cl)cc(Cl)c1	i	23	.	.	.	3%	.	0.1	1482	-5	722	0.7	-0.26	0.34	-0.84	.	.	0.8	1168
Cc1ccc(/C=C/C(=O)c2ccccc(=O)c2O)cc1C	i	44	5.5	4.5	7.7	43µM*	1.0%	0.39	1529	-17	692	-0.16	1.4	-0.1	0.11	i	-2	0.5	482
CCCNC(=O)c1ccc2snnc2c1	i	51	3.3	1.3	4.4	-3%	-0.9%	0.34	1227	0	658	-0.036	-0.28	-0.085	-0.099	i	-13	0.1	1072
Cc1csc2nc(CNC(=O)c3cccc(C(F)(F)F)c3)cn12	i	30	2.4	1.3	4.2	-4%	-0.7%	0.73	1413	.	.	1.3	-0.18	0.83	-0.86	i	-16	-2.7	954
O=C(COC(=O)c1c[nH]c(=O)[nH]c1=O)Nc1ccccc1	i	58	4.8	3.0	7.7	-7%	-0.5%	-0.14	1421	9	717	-1.1	-0.34	-0.089	0.75	i	0	0.4	1493
CN(C)CCCN1C(=O)C(O)=C(C(=O)c2cc3ccccc3o2)C1c1ccccc1 (stereo unspecified)	i	34	3.9	2.0	2.9	6%	-1.4%	-0.11	1527	.	.	1.6	-0.07	0.33	-0.18	i	12	-6.2	983
Cc1ccc2cc(C)c3nnc(SCC(=O)Nc4nc5c(s4)CCCC5)n3c2c1C	i	48	2.5	2.5	6.7	-7%	-1.7%	.	.	.	.	-0.81	0.058	-0.85	1.2	i	5	.	.
CC1(C)CC(=O)C(C=Nc2ccc(N)cc2)=C(O)C1	i	37	2.3	2.2	7.3	-1%	.	0.34	1189	9	641	-0.75	-0.3	-0.27	0.71	i	0	-1.3	1100
c1ccc2cc(-c3cc4ccccn4c3)ccc2c1	i	43	0.5	0.9	1.5	-18%	-1.5%	-0.32	939	16	749	-0.33	-0.41	-0.21	0.62	i	2	.	.
Cc1nc2sc(C(=O)c3ccccc3)c(N)c2c2c1CCCC2	i	12	11	9.1	17	0%	-2.9%	0.07	1349	-10	563	0.93	-0.16	0.78	-0.39	i	25	3.0	1075
CCOC(=O)c1nnn(CC(=O)NC(=O)Nc2ccc(F)cc2)c1C(=O)OCC	i	49	3.8	1.8	4.0	12%	-0.4%	-0.62	1159	39	663	0.93	-0.29	1.2	-0.87	i	11	-0.9	1085
Cc1cc(C)c(C)c(S(=O)(=O)NCC(=O)N2CCCC2)c1C	i	18	4.2	2.2	0.4	-3%	-2.3%	0.26	1268	-9	742	4.7	-0.06	2.2	-1.7	i	1	.	.
Cn1c(=O)c2c(nc(SCc3cccnc3)n2Cc2ccccc2)n(C)c1=O	i	27	3.6	1.9	7.7	0%	0.0%	-0.95	1151	.	.	-0.46	0.0022	0.13	0.31	i	20	-1.9	973
Cc1nnc2sc(-c3cccc(NC(=O)c4cccnc4)c3)nn12	i	22	2.5	0.1	52	-3%	3.6%	-0.66	1300	-8	766	-0.13	-0.24	0.35	-0.98	i	4	-1.1	1070
CCOC(=O)c1ccc(NC(C)=O)c([N+](=O)[O-])c1	i	20	.	.	.	3%	.	0.42	949	-2	731	0.4	-0.25	0.69	0.11	.	.	0.2	1323
CSCCC(NC(=O)c1ccc(Cl)cc1)C(=O)OCC(C)=O (stereo unspecified)	i	19	1.3	2.3	6.1	3%	-0.4%	2.1	1386	2	686	-0.66	-0.025	-0.46	-0.22	i	-5	0.8	1036
Cc1ccc(S(=O)(=O)Nc2cccc(N(C)S(C)(=O)=O)c2)cc1[N+](=O)[O-]	i	8	3.9	2.2	6.4	-8%	0.2%	.	.	-20	529	0.21	-0.09	0.23	0.65	i	-20	2.3	956
O=C1COc2ccc(C(=O)NCc3ccc4c(c3)OCO4)cc2N1	i	17	2.6	1.1	9.0	-1%	0.6%	0.5	1788	-8	668	-0.78	-0.17	-0.18	0.14	i	5	-1.2	1077
N#Cc1nnn(-c2ccc(Cl)cc2)c1N	i	39	2.5	2.1	7.2	-1%&0%	-1.3%	0.22&1.4	1409&1385	8&9	748&625	-0.62&1.1	0.07&0.015	-0.26&0.61	0.21&-0.013	i	-2	-2.7&-1.5	1076&1008
CCOc1cc(S(=O)(=O)NCc2ccccc2)ccc1F	i	49	1.9	0.4	27	13%	-1.0%	0.13	1183	8	735	-0.79	-0.15	-0.13	0.98	i	0	-0.7	1115
O=C(CNc1cccc(Cl)c1)c1ccc(Cl)cc1	.	.	1.7	2.1	5.9	-3%	0.9%	-0.46	1601	.	.	-0.32	-0.21	0.11	0.95	i	-17	1.2	1455
CC(C)=CC(=O)OCC(=O)Nc1nc(C)c(Cl)cc1Cl	i	40	3.3	1.9	15	3%	0.3%	-0.45	1161	.	.	1.3	-0.21	1.1	0.14	i	8	-7.3	1059
Cc1ccc(OCCn2cc(/C=N/NC(=O)c3ccncc3)c3ccccc32)cc1	i	36	2.7	3.4	2.9	21%	-3.5%	-0.06	1292	-11	638	-0.055	-0.3	-0.24	0.4	i	5	5.9	545
CC(=O)n1cc([C@H]2C=C(C(=O)N3CCN(Cc4ccccc4)CC3)O[C@@H](OCCCCO)C2)c2ccccc21	i	40	1.4	0.9	4.4	11%	5.1%	.	.	2	689	2.1	-0.29	1.4	0.2	i	4	3.6	1078
Cc1cccc(N2N=C(C(=O)N3CC(=O)Nc4ccccc43)CCC2=O)c1	i	50	3.5	1.7	3.0	5%	-1.0%	0.02	1190	-12	604	0.85	-0.12	0.67	-1.2	i	6	-0.7	1073
O=C(C1CCC(CNc2nc(=S)[nH]c3ccccc23)CC1)N1CCN(c2ccc(F)cc2)CC1 (stereo unspecified)	.	.	2.3	2.8	10	6%	-0.6%	-0.21	1215	-12	678	0.042	-0.38	-0.36	0.3	i	-10	0.1	1122
CCCSc1nc2ccccc2n1CC(=O)O	i	62	3.0	2.2	10	2%	0.3%	0.89	1404	14	754	-0.35	-0.25	-0.21	0.12	i	11	-0.3	1162
O=C(Cc1n[nH]c(=O)c2ccccc12)NCc1ccc(Cl)cc1	i	26	.	.	.	-8%	.	0.33	1416	-21	702	-0.39	-0.24	-0.28	1	.	.	0.4	1064
COC(=O)C1=C(C(=O)c2ccc(C)cc2)C(c2ccc(O)c(OC)c2)n2nnnc2N1 (stereo unspecified)	i	51	1.5	1.6	11	3%	9.9%	-0.65	881	11	779	2.1	0.085	1.5	-1.3	i	2	.	.
Cc1ccc2c(C)[nH]c(=O)cc2c1	i	37	6.0	2.9	8.2	4%	-1.6%	1.7	1494	.	.	-0.97	-0.21	-0.11	0.004	i	7	-2.1	850

Rows are unselected (roughly 3% active in at least one column).
